# Source: PubChem BioAssay (several laboratories)
# Fam108B inh – Fam108B inhibition, counter-screen for RBBP9 inhibitors; recombinant Fam108B, FP-Rh probe fluorescence polarization; inhibition, % at 9.51 µM; 300,000 tested, 0.33% active; AID 1947;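 active = inhibition above the screen mean inhibition plus 3 SD, computed separately per campaign, cut at about 18% in these data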;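 also: inhibitors lower polarization as less probe binds the enzyme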
# AGP1 TOR yeast – alters AGP1-GFP fluorescence in TOR pathway yeast screen. S. cerevisiae AGP1-GFP multiplex flow cytometry, 3 h; GFP as percent of DMSO wells. GFP response vs DMSO, % at 10 µM. 320,000 tested, 0.02% active. AID 2066;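 active = GFP response relative to DMSO above a set limit, near screen average plus 3 SD, cut at about 150% in these data; inconclusive = fewer than 70 cells counted for the yeast strain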;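 also: median GFP channel fluorescence of the gated AGP1 strain per well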
# CIT2-GFP yeast – yeast TOR pathway CIT2-GFP modulation; S. cerevisiae CIT2-GFP strain, flow cytometry, 3 h; 100 means same as DMSO wells; GFP response vs DMSO, % at 10 µM; 320,000 tested, 0.065% active; AID 2029;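 active = GFP response relative to DMSO above a set limit, near the screen mean plus 3 SD, cut at about 150% in these data; inconclusive = Fewer than 70 cells measured for a yeast strain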;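 also: ratio of well median GFP fluorescence to mean of DMSO wells on the plate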
# MCL1 BIM primary – MCL1-BIM-BH3 interaction inhibition (human) | Q07820 | GST-MCL1 / FITC-Bim-BH3 fluorescence polarization | inhibition, % at 10.9 µM | 320,000 tested, 0.68% active;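 active = inhibition above the mean inhibition of all tested compounds plus 3 SD, set per campaign, cut at about 40% in these data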;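 also: 0% = DMSO wells and 100% = unlabeled Bim-BH3 peptide control; higher means more loss of mP so more displacement of Bim peptide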
# VLA-4 inh – inhibition in a human VLA-4 binding assay; inhibition, % (about 7 µM as worked out from the volumes in the protocol); 330,000 tested, 0.2% active; P13612; AID 2557; VLA-4 expressing cells, ligand binding flow cytometry; in the data active = inhibition above about 50%
# GLD-1 RNA inh – GLD-1-TGE RNA interaction inhibition (C. elegans); purified GLD-1 + fluorescein TGE RNA, fluorescence polarization; Q17339; 320,000 tested, 0.44% active; inhibition, % at 5.96 µM; AID 2280;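 active = percent inhibition above a per-plate cutoff, the plate mean of test compounds plus 3 SD, cut at about 30% in these data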;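 also: 0% = DMSO wells with GLD-1 and probe and 100% = wells lacking GLD-1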
# GRK2 aptamer HTS – human GRK2 inhibition via aptamer displacement; P25098; bead flow cytometry, FAM-aptamer displacement from GRK2; inhibition of aptamer binding, % at 10 µM; 330,000 tested, 0.59% active; AID 488847;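 active = inhibition of aptamer binding above 40%, roughly 3 SD of noise, on plates passing a quality check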;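 also: median bead fluorescence of bound FAM aptamer so fluorescent compounds give negative values; no value below 0 was filed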
# Target sequence (P25098 whole entry, looked up): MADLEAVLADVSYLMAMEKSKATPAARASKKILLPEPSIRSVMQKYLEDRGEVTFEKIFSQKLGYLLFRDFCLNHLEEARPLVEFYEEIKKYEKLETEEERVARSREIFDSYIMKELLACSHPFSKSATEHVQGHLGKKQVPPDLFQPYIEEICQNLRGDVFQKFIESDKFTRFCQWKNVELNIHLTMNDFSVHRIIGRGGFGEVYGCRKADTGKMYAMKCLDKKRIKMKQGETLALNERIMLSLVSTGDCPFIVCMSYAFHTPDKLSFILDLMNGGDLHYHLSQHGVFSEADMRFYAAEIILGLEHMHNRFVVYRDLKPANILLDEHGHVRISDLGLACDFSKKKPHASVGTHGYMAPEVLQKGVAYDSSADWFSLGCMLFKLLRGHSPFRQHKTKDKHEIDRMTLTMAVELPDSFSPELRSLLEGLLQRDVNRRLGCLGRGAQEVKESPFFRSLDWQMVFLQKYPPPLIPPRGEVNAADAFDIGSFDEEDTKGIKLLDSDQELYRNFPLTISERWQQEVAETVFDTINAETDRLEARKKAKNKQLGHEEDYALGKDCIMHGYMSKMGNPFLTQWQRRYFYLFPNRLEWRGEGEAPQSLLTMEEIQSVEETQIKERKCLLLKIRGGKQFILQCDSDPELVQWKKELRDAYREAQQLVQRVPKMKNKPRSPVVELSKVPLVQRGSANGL
# BCLXL inh – blocks human Bcl-xL binding to Bim BH3 peptide | Q07817 | inhibition, % at 10.9 µM | AID 2129 | 320,000 tested, 0.7% active | GST-Bcl-xL / FITC-Bim BH3 peptide fluorescence polarization;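 active = inhibition above the mean of all tested compounds plus 3 SD, cutoff set per campaign, cut at about 30% in these data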;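 also: 0% = DMSO wells and 100% = unlabeled Bim-BH3 peptide competitor; inhibitors lower millipolarization by displacing the labeled peptide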
# Target sequence (Q07817 whole entry, looked up): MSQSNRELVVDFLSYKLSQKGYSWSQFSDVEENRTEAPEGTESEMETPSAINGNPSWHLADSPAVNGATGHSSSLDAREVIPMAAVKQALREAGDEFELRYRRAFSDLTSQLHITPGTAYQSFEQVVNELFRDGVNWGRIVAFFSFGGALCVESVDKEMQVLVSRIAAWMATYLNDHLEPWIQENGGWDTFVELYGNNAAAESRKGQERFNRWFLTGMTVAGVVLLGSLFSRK
# MEX-5 binding – C. elegans MEX-5 TCR-2 RNA binding activity | activity score (negative = inhibition of binding), % at 10 µM | Q9XUB2 | 300,000 tested, 0.38% active | MEX-5/FITC-TCR2 RNA binding, fluorescence polarization; hits give low values;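 active = inhibition past about -25% in most replicates, and total fluorescence under double the plate's negative control median, limit read from the data; inconclusive = replicates evenly split on the limit, or fluorescence at least double controls; inactive = too little inhibition in most replicates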;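 also: 0% = DMSO and -100% = 5 µM competing unlabeled TCR2 RNA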
# An asterisk follows results filed as active; u = inconclusive; x = no result given; [ ] = remark or other dose.
canonical_smiles	GLD-1 RNA inh	MEX-5 binding	GRK2 aptamer HTS	AGP1 TOR yeast	BCLXL inh	CIT2-GFP yeast	Fam108B inh	MCL1 BIM primary	VLA-4 inh
CN(C)c1ccc(NC(=O)CSCc2nc3c(nnn3Cc3ccc(F)cc3)c(=O)[nH]2)cc1	4	-1.0	0	108	6	111	1	7	-2
N=c1c(C(=O)NCCc2ccccc2)cc2c(=O)n3ccccc3nc2n1CC1CCCO1 (centres undefined)	-7	-13	0	u	0	u	2	-2	-12
COc1ccc(N(C)S(=O)(=O)c2cccc(C(=O)NC3CCCC3)c2)cc1	-1	-0.7	1	100	6	97	4	-4	1
CCCCN1C[C@H](Cc2ccccc2)[C@@H](CC(=O)Nc2ccccc2)C1=O	-10	1.2	1	81	-1	82	2	-5	23
Cc1cc(C)c(C(=O)OCCNC(=O)c2cccnc2)cc1C	-2	2.0	0	99	-5	95	-4	0	28
Oc1ccc2c(c1)oc1cc(O)ccc12	-7	-2.2	2	100	5	91	1	9	11
C/C(=C\C(=O)c1ccc(Br)cc1)NNC(=O)c1ccc(O)cc1	6	1.4	3	103	1	101	-4	6	2
Cc1ccc(C(=O)N2CCC(C(=O)c3c(C)cc(C)cc3C)CC2)cc1	13	1.6	1	93	5	92	4	-1	-1
CCCCOC(=O)C1=C(C)Nc2ncnn2C1c1ccc(OC)c(OC)c1 (centres undefined)	5	-0.4	0	98	2	112	0	-4	9
O=C(CSc1ncnc2nc[nH]c12)N1CCOCC1	-2	0.2	0	104	-2	100	4	-2	5
FC(F)(F)c1cccc(N2CCN(CC3CC4C=CC3C4)CC2)c1 (centres undefined)	5	0.1	0	105	1	100	3	-4	16
CC(=O)N(Cc1cc2cc(C)c(C)cc2n2nnnc12)CC1COCCO1 (centres undefined)	13	-0.5	1	99	1	103	2	-4	-3
COc1ccc(NC(=O)c2ccccc2N2C(=O)C3C4C=CC(C5CC45)C3C2=O)c(OC)c1 (centres undefined)	-1	0.1	7	91	5	92	6	7	-1
O=C(O)c1ccc(/C=C/C(=O)c2ccc3c(c2)OCCCO3)cc1	0	-0.8	0	94	4	88	0	2	-1
COc1ccccc1NC(=O)CSc1nnc(C)o1	4	1.8	0	99	0	88	1	2	13
COc1ccc(NC(=O)CN2CCN(c3nc(-c4ccc(F)cc4)cs3)CC2)c(OC)c1	5	0.4	1	87	5	91	2	12	-4
CCC(C)c1ccc(S(=O)(=O)Nc2cccnc2)cc1 (centres undefined)	3	0.7	0	101	7	105	-1	0	-12
Clc1ccc(SCCCCn2cncn2)cc1	-6	-1.3	0	100	6	89	2	5	4
O=C(CC1Sc2ccccc2NC1=O)NCc1ccccc1 (centres undefined)	2	0.6	3	112	0	112	0	0	-3
NC(=O)c1cccnc1Nc1cccc([N+](=O)[O-])c1	3	1.2	2	108	3	100	0	-7	2
Cc1ncc(CO)c2c1Oc1nc(-c3ccccc3F)nc(SCC(=O)N(C)c3ccccc3)c1C2	-6	1.8	5	107	10	92	-8	-4	-5
COc1cccc(Nc2nc(-c3ccccc3O)nc3ccccc23)c1	6	-1.2	0	102	5	94	-7	3	7
Cc1cccc(C(=O)OCC(=O)N(C)c2ccccc2)c1C	5	0.0	1	99	3	99	6	4	3
COc1ccc(-c2cc(C(F)(F)F)c(C#N)c(=O)[nH]2)cc1	7	-3.0	0	102	7	102	3	6	7
Cc1ccc(-n2nc3c(=O)n(C(C)C(=O)NCCCc4ccccc4)nc(C)c3c2C)cc1 (centres undefined)	10	-1.7	0	103	6	103	5	4	12
CCOC(=O)C1C(c2ccccc2)NC(=S)NC1(C)O (centres undefined)	6	-3.2	0	103	0	100	4	3	-1
COc1cc(/C=C2\SC(=S)N(CCC(=O)Nc3ccccc3)C2=O)cc(OC)c1OC	-3	4.0	3	98	-5	86	0	-13	-4
Nn1c(Cc2cccc3ccccc23)nnc1SCn1nnc2ccccc2c1=O	-7	3.4	0	102	-15	106	-9	-10	2
CCOc1ccccc1N1CCN(C(=O)c2ccccc2SCC(=O)N2CCCC2)CC1	1	0.8	0	86	7	109	0	1	6
CC[C@]1(c2ccccc2)C(=O)N(C(=O)OC)N1C(=O)OC	3	1.4	1	99	-4	95	5	-6	10
COc1ccccc1C(=O)Nc1ccc(S(=O)(=O)NC2=NCCCCC2)cc1	0	0.4	0	108	-4	103	3	-1	4
CCOC(=O)c1cc2c(=O)n3ccccc3nc2n(CCOC)c1=NC(=O)c1c(-c2c(F)cccc2Cl)noc1C	4	x	6	108	7	102	-3	4	-10
CC(=O)NS(=O)(=O)c1ccc(NC(=O)/C=C/c2ccccc2Cl)cc1	-3	-0.9	0	92	11	91	0	4	-5
O=C(CSc1ncnc2c1cnn2CCc1ccccc1)Nc1cccc(C(F)(F)F)c1	7	0.4	2	97	-4	97	-29	6	17
CN(CC(=O)Nc1ccc(F)c(F)c1F)C(=O)CN1C(=O)NC2(CCCC2)C1=O	1	0.4	2	98	-1	89	-4	-3	22
CN(C)c1ccc(C(=O)OCC(=O)N2CCOCC2)cc1	1	0.9	0	101	-4	96	-4	-1	-4
CCOC(=O)C1=C(C)NC(C)=C(C(=O)OCC)C1c1ccc(Br)o1	-2	1.9	0	91	-3	89	0	-11	8
COC(=O)C(C(=O)OC)C(C(C)C)C(C(=O)OC)C(=O)OC	6	1.9	2	99	1	96	-1	-1	7
O=C(NCCc1ccccc1)C1c2ccccc2C(=O)N1Cc1cccs1 (centres undefined)	24	0.5	3	106	4	107	2	0	-7
O=C(O)c1cc(=O)cc(C(=O)O)[nH]1	3	1.2	2	96	-1	94	2	-1	3
CN1CCC(=NNC(=O)c2ccc(N(Cc3ccc(Cl)cc3)S(C)(=O)=O)cc2)CC1	2	-0.1	1	92	-2	100	-2	0	5
Cc1nn(CCCC(=O)Nc2sc3c(c2C#N)CCC3)c(C)c1[N+](=O)[O-]	8	1.3	0	98	0	91	0	9	4
CCCCN(C(=O)CC(c1ccccc1)c1ccccc1)c1c(N)n(CCC)c(=O)[nH]c1=O	5	0.8	1	105	-4	106	-4	-18	6
O=C1/C(=C/C=C/c2ccco2)SC(=S)N1NS(=O)(=O)c1ccccc1	-6	x	95*	84	67*	95	53*	83*	0
CCn1c(C)[n+](Cc2ccccc2)c2ccc(Cl)cc21	-1	0.9	0	97	-2	92	3	-18	-5
Cc1ccc(S(=O)(=O)N2CCCC(C(=O)N(Cc3cccs3)C3CC3)C2)cc1 (centres undefined)	2	2.0	1	99	1	100	-3	4	10
O=C(CC12CC3CC(CC(Br)(C3)C1)C2)Nc1nncs1	4	-1.1	2	99	3	96	3	5	-1
O=C(CCNS(=O)(=O)c1ccccc1C(F)(F)F)N1CCN(C(c2ccccc2)c2ccccc2)CC1	8	2.3	0	96	-1	88	0	-2	-3
c1ccc(Cn2nnnc2C(c2cccs2)N2CCOCC2)cc1 (centres undefined)	-4	1.5	0	110	2	101	1	-1	14
CCOc1cc(N2CCOCC2)c(OCC)cc1NC(=O)COC(=O)c1c(CC)noc1C	-4	x	2	102	x	115	x	x	4
COc1cc(C(C)=O)ccc1OC(C)C(=O)Nc1ccc(S(=O)(=O)N2CCCC2)cc1 (centres undefined)	3	x	0	108	-4	94	x	-2	0
O=C1ON=C(c2ccccc2)/C1=C/c1ccc(O)cc1	-4	13	2	90	0	113	2	0	13
CCN(CC)S(=O)(=O)c1ccc(N2CCOCC2)c(NC(=O)c2ccc(C#N)cc2)c1	-3	0.2	0	93	1	95	-10	-6	-14
C/C(=N\NC(=O)c1nn(C)c(C)c1Br)c1ccc(NC(=O)c2ccccc2F)cc1	2	0.2	0	111	2	115	-6	6	-4
c1ccc(-c2nc3ccccn3c2-c2ccccc2)cc1	5	2.9	0	104	0	109	2	-4	1
CCOC(=O)CC1C(=O)NCCN1S(=O)(=O)c1ccc(NC(C)=O)cc1 (centres undefined)	-6	3.9	2	112[may fluoresce green]	5	150*[may fluoresce green]	5	3	-19

# New compounds follow:
canonical_smiles	GLD-1 RNA inh	MEX-5 binding	GRK2 aptamer HTS	AGP1 TOR yeast	BCLXL inh	CIT2-GFP yeast	Fam108B inh	MCL1 BIM primary	VLA-4 inh
COCCCn1nnnc1SCC(=O)N1c2ccccc2CC1C (centres undefined)	6	0.5	1	100	0	103	0	3	-22
COc1ccc(N2CCN(Cc3cc(=O)oc4ccc(C)cc34)CC2)cc1	4	-1.8	3	99	2	102	2	3	6
Cc1ccc(S(=O)(=O)c2nc(-c3ccccc3Cl)oc2N2CCN(C)CC2)cc1	-6	x	1	98	x	106	x	x	6
CCC1CC(C(=O)Nc2ccccc2)C(=O)O1 (centres undefined)	5	x	69*	111	1	97	-6	4	1
CC(C)Cn1c(CN2CCN(C)C(CCO)C2)nc2ccccc21 (centres undefined)	1	0.2	0	19[may fluoresce violet]	2	u	-3	3	3
COC(=O)CSC1=C(C#N)C(c2ccc(Cl)cc2)C(C(=O)OC)C(=O)N1 (centres undefined)	-7	2.6	1	97	-3	105	2	3	-25
C=CCN(C(=O)Nc1ccc2oc(C)nc2c1)c1ccccc1	4	0.4	2	104	13	100	-4	8	5
CN(C(=S)Nc1ccc(Oc2ccccc2)cc1)C1CCCCC1	3	2.2	1	94	3	88	2	11	4
CN(C)CC#CCOC(c1ccccc1)c1ccccc1	-4	-2.7	8	101	3	100	0	-1	4
Cc1nn(Cc2ccccc2)c(C)c1C(=O)N1CCN(S(=O)(=O)/C=C/c2ccccc2)CC1	3	x	0	99	6	99	x	5	-2
Cc1ccc(SCC(=O)NC2CCS(=O)(=O)C2)cc1 (centres undefined)	0	1.9	0	102	6	95	2	6	7
Brc1cccc(-c2n[nH]c(-c3ccccc3)n2)c1	4	-1.3	0	94	-2	93	-6	4	-1
Cn1c(=O)c2c(nc(SCc3cccnc3)n2Cc2ccc(F)cc2)n(C)c1=O	1	-0.5	2	97	2	97	4	0	7
COc1cc(C(O)CO)ccc1O (centres undefined)	3	x	3	80	5	76	1	1	21
CCn1nc(C)c(Br)c1-c1nc(CS(=O)(=O)c2ccc(F)cc2)no1	0	3.2	0	115	-4	116	-2	-3	0
O=C(CSc1nc2ccccc2o1)NC1CCCC1	-1	1.1	1	103	2	95	0	-3	-2
O=C(NCC1CCCO1)C1CCN(C2CCN(C(=O)C3CCCCC3)CC2)CC1 (centres undefined)	2	-0.2	1	102	-4	97	-5	1	8
Cc1ccc(NS(=O)(=O)c2ccc(-n3cccn3)cc2)c(C)c1	2	0.0	5	94	10	94	-4	3	24
CCOc1ccc(N2CC(C(=O)Nc3ccccc3C(=O)N3CCOCC3)CC2=O)cc1 (centres undefined)	-5	1.6	1	98	1	93	2	2	-9
O=C(Nc1cccc2ccccc12)c1ccc(F)cc1	-10	-2.1	3	90	5	102	1	-3	1
